Screening results as filed in PubChem BioAssay.
Runt-CBFb FRET – Runt domain-CBFb interaction inhibition | inhibition, % at 20 µM | Cerulean-Runt/Venus-CBFb FRET ratio 530/480, 1 h | 220,000 tested, 0.46% active;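 active means inhibition over about 50% at 20 µM in the single-dose screen, limit read from the data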;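 further: 0% = DMSO wells and 100% = excess unlabeled CBFb competitor control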
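Schedule: protein complex preformed 1 h, compound exposure 1 h, room temperature, dark; test system: Cerulean-labeled Runt domain protein; amount: 100 nM per protein; buffer or medium: Tris 50 mM pH 7.5, KCl, K2SO4, 0.01% BSA; read-out: loss of energy transfer signal; detection: FRET fluorescence; controls: 5 µM unlabeled CBFb as full-inhibition high control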
Hck-Nef inh – inhibitors of human Hck kinase activated by Nef | 220,000 tested, 0.68% active | AID 463187 | inhibition, % at 20 µM | Recombinant Hck-YEEI plus Nef, Z-Lyte FRET kinase assay;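 active means Hck-Nef kinase inhibition above about 50%, limit read from the data; inactive means inhibition below that limit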;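 further: 0% = DMSO with Hck plus Nef and 100% = Hck alone without Nef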
Tb hexokinase – T. brucei hexokinase 1 inhibition | recombinant TbHK1, G6PDH-coupled NADH A340 | inhibition, % at 10 µM | 220,000 tested, 0.11% active;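 active means inhibition of 50% or more in the single-dose primary screen; inactive means inhibition below 50%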
EBV gp42 block – blocks Epstein-Barr virus glycoprotein 42 binding; Fluorescence polarization binding assay, mP read-out; inhibition, % (tested at 21.74 µM); 220,000 tested, 0.42% active; AID 1085; in the data active means inhibition above about 50%
Target sequence (Q1HVG2 whole entry, looked up): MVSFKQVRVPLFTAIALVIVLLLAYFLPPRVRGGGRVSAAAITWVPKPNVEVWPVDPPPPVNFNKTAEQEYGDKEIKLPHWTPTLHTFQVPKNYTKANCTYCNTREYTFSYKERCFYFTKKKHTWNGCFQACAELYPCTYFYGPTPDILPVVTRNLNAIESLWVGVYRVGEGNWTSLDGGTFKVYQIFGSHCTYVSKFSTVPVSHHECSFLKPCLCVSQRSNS
Runt-SMMHC FRET – inhibitors of human RUNX1 Runt domain binding to CBFb-SMMHC | Cerulean-Runt/Venus-CBFb-SMMHC FRET ratio 530/480, 1 h | 220,000 tested, 0.74% active | inhibition, % at 20 µM | Q01196+Q13951;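 active means mean inhibition across duplicate retests at 20 µM reaching about 50%, limit read from the data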;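 further: 0% = DMSO wells and 100% = wells with excess untagged CBFb-SMMHC; inhibitors lower the FRET ratio by blocking Runt binding to CBFb-SMMHC; some results filed as inactive read as strong as hits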
p47phox inh – inhibitors of human p47phox binding. P14598. p47phox/p22phox peptide binding, fluorescence polarization, 2 h. inhibition, % at 24.7 µM. 220,000 tested, 0.53% active;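 active means inhibition above about 30%, limit read from the data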;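 further: 0% = p47phox with labelled peptide and 100% = labelled peptide alone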
MDM2 E3 inh – blocks human Mdm2 ubiquitin ligase activity | AID 1230 | cell-based MDM2 ubiquitination luciferase reporter, 2 h; 0 = plate control, 100 = twice control, blank-subtracted | signal enhancement, % at 5 µM | 210,000 tested, 0.11% active | Q00987;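 active means signal enhancement of 30% or more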;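 further: luminescence tracks abundance of the self-degrading MDM2-luciferase fusion protein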
Target sequence (Q00987 whole entry, looked up, the tested form may be a part): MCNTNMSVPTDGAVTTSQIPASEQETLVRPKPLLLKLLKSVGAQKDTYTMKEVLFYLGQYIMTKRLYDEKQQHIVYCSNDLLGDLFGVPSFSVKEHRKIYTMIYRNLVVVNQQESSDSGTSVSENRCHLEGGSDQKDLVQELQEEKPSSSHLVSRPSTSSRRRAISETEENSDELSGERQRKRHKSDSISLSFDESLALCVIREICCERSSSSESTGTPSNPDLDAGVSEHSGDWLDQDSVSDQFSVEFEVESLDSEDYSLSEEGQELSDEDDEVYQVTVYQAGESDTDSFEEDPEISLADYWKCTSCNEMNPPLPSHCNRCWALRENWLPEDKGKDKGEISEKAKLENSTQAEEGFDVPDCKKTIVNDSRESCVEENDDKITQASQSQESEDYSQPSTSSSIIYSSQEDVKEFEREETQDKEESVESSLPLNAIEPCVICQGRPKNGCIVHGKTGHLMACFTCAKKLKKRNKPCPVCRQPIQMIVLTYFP
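Assay system: stable mammalian line carrying autodegrading MDM2–luciferase fusion reporter; Input: 2000 cells in each well; Compound dosing: single-point 5 µM; Schedule: 2 h compound exposure at 37 °C; Signal: SteadyLite luciferase luminescence after 15 min room-temperature reagent incubation; Evaluation: % luminescence enhancement versus blank-corrected plate control mean; Benchmarks: plate controls and plate blanks.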
14-3-3 Bad inh – disrupts binding of bovine 14-3-3 zeta to phospho-Bad peptide; P63103; TR-FRET 14-3-3zeta/Dy647-pBad peptide displacement, 1 h; inhibition, % at 21.7 µM; 220,000 tested, 0.71% active;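 active means inhibition above about 70%, limit read from the data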;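 further: 0% = full 14-3-3 plus peptide FRET controls and 100% = background without 14-3-3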
Target sequence (P63103 whole entry, looked up): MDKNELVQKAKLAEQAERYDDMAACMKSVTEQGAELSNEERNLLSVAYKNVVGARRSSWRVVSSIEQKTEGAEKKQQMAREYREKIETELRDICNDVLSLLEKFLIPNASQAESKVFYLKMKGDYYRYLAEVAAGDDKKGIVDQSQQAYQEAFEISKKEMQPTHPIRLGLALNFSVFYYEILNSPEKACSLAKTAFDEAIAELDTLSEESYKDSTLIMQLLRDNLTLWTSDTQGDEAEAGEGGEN
zVAD death inh – L929 zVAD cell death inhibition; L929 zVAD necroptosis rescue, ATP luminescence, 24 h; with zVAD 60 µM; viability rescue, % at 10 µM; 220,000 tested, 0.38% active;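 active means activation, scaled between plate controls, above about 75%, limit read from the data; inactive means activation under that limit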;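 further: 0% = zVAD with DMSO and 100% = DMSO alone without zVAD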
The depositor's hits bear a star; . = not tested or not shown; [ ] = dose if it differs, or a comment.

Below each SMILES – Runt-CBFb FRET	Hck-Nef inh	Tb hexokinase	EBV gp42 block	Runt-SMMHC FRET	p47phox inh	MDM2 E3 inh	14-3-3 Bad inh	zVAD death inh
(1) COc1ccc(/C=C/C(=O)NCC(=O)N/N=C(/CCC(=O)O)c2ccccc2)cc1
  0	13	-3	-3	-4	-2	-14	-2	0.4
(2) Cc1cc2c(c(=O)n1Cc1cccnc1)C(c1cccs1)C(C#N)=C(N)O2 (centres undefined)
  3	11	-12	-11	0	1	-12	10	-0.9
(3) CCCC1=NN(C(=O)Cc2ccc(OC)cc2)C(O)(C(F)(F)F)C1 (centres undefined)
  1	0	0	-11	-2	-8	-13	-12	2.4
(4) CN1CCN(Cc2cc(=O)oc3cc4c(cc23)CCC4)CC1
  3	0	-16	-12	2	3	-2	-2	0.4
(5) COc1ccc([N+](=O)[O-])cc1NC(=O)CCN1CCN(c2ccccc2)CC1
  0	26	-8	-11	2	-2	-2	-18	1.6
(6) NNC(=O)C1CC1c1ccc(Cl)cc1 (centres undefined)
  0	-2	-6	9	-2	-10	-13	-14	1.4
(7) O=C(CC1CCCCC1)c1c(O)c2ccccc2oc1=O
  1	0	-1	-19	4	-3	-23	3	0.3
(8) O=C1c2ccccc2C(=O)N1OCc1c(F)cccc1Cl
  -3	10	0	-7	-6	-2	-10	4	0.4
(9) COc1ccc(Cl)cc1NC(=S)NCCC(c1ccccc1)c1ccccc1
  1	-1	-1	-15	2	-14	-7	-8[fluorescence artefact?]	-1.0
(10) CCOc1ccc(/C=C2\SC(=S)N(Nc3ccccc3)C2=O)cc1OC
  -20	2	-11	3	-25	-20	-18	-3	-0.6
(11) CCOc1cc(/C=N/NC(=O)c2cccnc2)ccc1OCC(=O)N(C)C
  0	22	-23	-6	2	6	-5	-8	1.8
(12) O=C(NC1CCN(Cc2ccccc2)CC1)c1ccc(N2CC3CC(C2)c2cccc(=O)n2C3)c([N+](=O)[O-])c1 (centres undefined)
  0	17	-3	-12	3	-5	-16	-1	0.0
(13) c1ccc(OCc2nnc3n2CCCCC3)cc1
  6	9	-5	-1	-8	-3	-10	-3	2.8
(14) Cc1ccc(C(=O)OCC(=O)Nc2sc3c(c2C#N)CCCCC3)cc1NC(=O)c1ccco1
  -1	-1	-5	-40	4	-68	-10	-2	-0.2
(15) CCOC(=O)N1CCN(C(=O)Cn2cnc3ccccc3c2=O)CC1
  1	17	2	-5	-2	-1	-12	-7	0.3
(16) Cc1ccc(NC(=O)c2ccc(N3CCOCC3)c([N+](=O)[O-])c2)cc1S(=O)(=O)N1CCOCC1
  -5	2	-12	-8	4	-9	-4	-5[fluorescence artefact?]	77*
(17) CCNc1nc(-c2ccc(OC(F)F)cc2)c(C)s1
  4	-30	-16	-17	6	3	-24	0	0.1
(18) CCOC(=O)C1=C(C)C2C3C(=O)N(c4cc(C)ccc4C)C(=O)C3C1(C)C1C(=O)N(c3cc(C)ccc3C)C(=O)C21 (centres undefined)
  -3	2	-11	-10	-6	-87	-21	0[fluorescence artefact?]	3.2
(19) CCC(C)C(=O)Nc1nccs1 (centres undefined)
  -1	17	1	-25	1	-6	-10	-12	8.3
(20) CC(C)(C)c1ccc(C(=O)N/C(=C\c2cccs2)C(=O)NCc2ccco2)cc1
  -2	-1	-7	-9	-2	-2	12	-8[fluorescence artefact?]	0.0
(21) COc1ccc(CN2CNc3nc4ccccc4n3C2)cc1
  0	0	-6	-16	3	-7	-7	-4	0.2
(22) CS(=O)(=O)N1CCCC(C(=O)NCc2cccs2)C1 (centres undefined)
  -2	3	-3	-15	0	-15	-13	-11[fluorescence artefact?]	0.1
(23) Cn1c(C(=O)N(Cc2ccccc2)Cc2ccccn2)cc2sccc21
  1	2	-2	7	-2	-6	-12	-3	-0.2
(24) COc1ccc(C2=NN(C(=O)CSc3cn(C)c4ccccc34)C(c3ccc(OC)cc3)C2)cc1 (centres undefined)
  -2	12	-15	-14	2	-2	-17	-94[fluorescence artefact?]	2.0
(25) CCOc1c(OC(C)=O)ccc(/C=C/c2ccc3cccc(OC(C)=O)c3n2)c1[N+](=O)[O-]
  -1	2	1	-4	-6	-15	-5	-14	2.9
(26) Cc1cc(NS(=O)(=O)c2ccccc2)n(-c2ccccc2)n1
  2	0	2	-16	2	-15	4	0	-0.2
(27) O=C(NNc1cccc([N+](=O)[O-])c1)/C(=C\c1cccnc1)NC(=O)c1ccccc1
  0	14	-39	-5	-2	-10	-28	-1	0.5
(28) O=C(NC(=S)Nc1ccc(S(=O)(=O)Nc2nccs2)cc1)c1cccc(F)c1
  7	3	5	-23	3	-8	-8	0	2.2
(29) COc1ccccc1-n1cnc2cc(C(=O)NCc3ccco3)ccc21
  10	-11	3	-1	6	12	-6	5	7.1
(30) O=C(NC1CCCCNC1=O)c1ccc(Cl)cc1 (centres undefined)
  -4	2	0	-14	-7	-10	-3	0	0.3
(31) COc1ccccc1CCNC(=O)CSc1nnc2ccc(-c3cccnc3)nn12
  1	17	-7	-5	-1	-1	-18	-6	1.6
(32) CCN(CCO)c1ncnc2c1sc1nc(C(C)C)c3c(c12)CC(C)(C)OC3
  -2	0	-16	-31	-9	-17	-12	-9	5.2
(33) CCn1cc(C(=O)O)c(=O)c2cc(F)c(N3CCN(C(=S)NC(=O)c4ccccc4Cl)CC3)cc21
  4	12	-17	-9	4	-2	-13	-1	-0.3
(34) COc1ccccc1/C=C/C=N/n1c(-c2ccc(Cl)cc2Cl)n[nH]c1=S
  4	-11	-12	-11	-10	-15	-17	0	0.6
(35) COc1ccc(C(=O)N2CCCC(c3nc(-c4cccs4)no3)C2)cc1OC (centres undefined)
  -2	0	-6	-16	4	1	-13	.	0.0
(36) CCC(=O)Nc1ccc(NC(=O)c2ccccc2)nc1
  0	20	-3	-14	-2	-9	-22	-18	10
(37) O=C1NC2(CCSC2)C(=O)N1CC(=O)N(Cc1ccccc1)C1CCS(=O)(=O)C1 (centres undefined)
  1	-4	1	-9	1	-8	-14	0	-0.5
(38) CN(C)S(=O)(=O)c1ccc(C(=O)Nc2nnc(-c3cccs3)o2)cc1
  1	19	-13	-1	1	-6	-34	8	-1.2
(39) O=C(COC(=O)COc1ccccc1[N+](=O)[O-])Nc1ccccc1Br
  1	-1	18	-1	-6	1	0	-7	0.3
(40) COC(=O)c1c(NC(=O)c2ccco2)sc(C(=O)N(C)C)c1C
  3	6	-28	-17	6	-8	0	-3	0.0
(41) COc1ccc(C(=O)NNC(=S)NC(=O)/C=C/c2cccs2)cc1
  .	24	-4	-6	.	-22	-25	-28	3.7
(42) COc1ccc(-c2[nH]ncc2CN2CCC(OCc3ccccc3)CC2)c(F)c1
  -2	19	4	-1	3	7	1	-14	-0.6
(43) COC(C[C@@H]1O[C@@H]1[C@H](O)COCc1ccccc1)OC
  2	27	-17	-3	2	-14	10	-5	-0.6
(44) CCCCC(=O)Nc1ccccc1C(C)C
  0	19	1	-16	-2	-1	11	-4	7.0
(45) O=c1nc(N2CCOCC2)nc(N/N=C/c2ccc3c(c2)OCO3)[nH]1
  0	3	-37	6	-6	10	-10	-10	0.4
(46) Nc1c(-c2ccccc2)cnn1-c1ccc(C(=O)O)cc1
  1	-2	-10	-17	-3	-3	-14	-5	-0.1
(47) Cn1c(=O)c(C(=O)CN2CCCCCC2)c(N)n(Cc2ccccc2)c1=O
  1	-2	-4	-5	0	-8	-2	-8	0.2
(48) CCOC(=O)CCP(=O)(O)C(O)c1ccccc1 (centres undefined)
  -2	-2	-9	-3	-2	-11	-15	9	0.2
(49) O=C1CCCCC1Sc1nnc(Nc2ccccc2)s1 (centres undefined)
  2	27	-11	-15	1	-9	-16	-4	7.3
(50) C/C(=N\NC(=O)c1c(Br)c(C)nn1C)c1cccc(NC(=O)c2ccccc2F)c1
  -2	5	3	-13	-3	-5	-3	-10[fluorescence artefact?]	0.7
(51) CCCCNC(=O)COC(=O)c1cc(Br)ccc1Cl
  1	1	-8	-13	-4	-4	-7	1	0.6
(52) C=C(C)C(=O)N1CC2(CC(c3cccc(NC(=O)/C=C\C)c3)=NO2)C[C@H]1C(N)=O (some centres undefined)
  3	33	-8	-14	3	-5	9	-6	-0.1
(53) COc1ccccc1NC(=S)NCc1cccs1
  0	10	0	5	0	-3	5	-12	-0.6
(54) COc1cc(/C=C2\SC(=S)N(C(Cc3ccccc3)C(=O)O)C2=O)ccc1O (centres undefined)
  -66	13	-22	-37	-163	-206	-7	10	1.2
(55) Cc1ccc(S(=O)(=O)Oc2ccccc2/C=N/Nc2ccc(C(=O)O)cc2)cc1
  -10	10	-27	-1	1	-12	-14	-21	0.5

Just MDM2 E3 inh, Tb hexokinase and Hck-Nef inh (two entries from above):
cpd | SMILES | MDM2 E3 inh | Tb hexokinase | Hck-Nef inh
47 | Cn1c(=O)c(C(=O)CN2CCCCCC2)c(N)n(Cc2ccccc2)c1=O | -2 | -4 | -2
49 | O=C1CCCCC1Sc1nnc(Nc2ccccc2)s1 (centres undefined) | -16 | -11 | 27

Ordered by SMILES length (lowest first): part of the list above.
Below each SMILES – Runt-CBFb FRET	Hck-Nef inh	Tb hexokinase	EBV gp42 block	Runt-SMMHC FRET	p47phox inh	MDM2 E3 inh	14-3-3 Bad inh	zVAD death inh
(6) NNC(=O)C1CC1c1ccc(Cl)cc1 (centres undefined)
  0	-2	-6	9	-2	-10	-13	-14	1.4
(13) c1ccc(OCc2nnc3n2CCCCC3)cc1
  6	9	-5	-1	-8	-3	-10	-3	2.8
(49) O=C1CCCCC1Sc1nnc(Nc2ccccc2)s1 (centres undefined)
  2	27	-11	-15	1	-9	-16	-4	7.3
(48) CCOC(=O)CCP(=O)(O)C(O)c1ccccc1 (centres undefined)
  -2	-2	-9	-3	-2	-11	-15	9	0.2
(17) CCNc1nc(-c2ccc(OC(F)F)cc2)c(C)s1
  4	-30	-16	-17	6	3	-24	0	0.1
(29) COc1ccccc1-n1cnc2cc(C(=O)NCc3ccco3)ccc21
  10	-11	3	-1	6	12	-6	5	7.1
(31) COc1ccccc1CCNC(=O)CSc1nnc2ccc(-c3cccnc3)nn12
  1	17	-7	-5	-1	-1	-18	-6	1.6
(45) O=c1nc(N2CCOCC2)nc(N/N=C/c2ccc3c(c2)OCO3)[nH]1
  0	3	-37	6	-6	10	-10	-10	0.4
(54) COc1cc(/C=C2\SC(=S)N(C(Cc3ccccc3)C(=O)O)C2=O)ccc1O (centres undefined)
  -66	13	-22	-37	-163	-206	-7	10	1.2
(24) COc1ccc(C2=NN(C(=O)CSc3cn(C)c4ccccc34)C(c3ccc(OC)cc3)C2)cc1 (centres undefined)
  -2	12	-15	-14	2	-2	-17	-94[fluorescence artefact?]	2.0
(52) C=C(C)C(=O)N1CC2(CC(c3cccc(NC(=O)/C=C\C)c3)=NO2)C[C@H]1C(N)=O (some centres undefined)
  3	33	-8	-14	3	-5	9	-6	-0.1
(25) CCOc1c(OC(C)=O)ccc(/C=C/c2ccc3cccc(OC(C)=O)c3n2)c1[N+](=O)[O-]
  -1	2	1	-4	-6	-15	-5	-14	2.9
(33) CCn1cc(C(=O)O)c(=O)c2cc(F)c(N3CCN(C(=S)NC(=O)c4ccccc4Cl)CC3)cc21
  4	12	-17	-9	4	-2	-13	-1	-0.3
(18) CCOC(=O)C1=C(C)C2C3C(=O)N(c4cc(C)ccc4C)C(=O)C3C1(C)C1C(=O)N(c3cc(C)ccc3C)C(=O)C21 (centres undefined)
  -3	2	-11	-10	-6	-87	-21	0[fluorescence artefact?]	3.2
